High-throughput results from PubChem BioAssay.
TDP1 inh – inhibitors of human tyrosyl-DNA phosphodiesterase TDP1; Q9NUW8; recombinant TDP1, AlphaScreen DNA substrate cleavage; Potency, µM (doses to about 130 µM), for the others: at the highest dose activity change, negative = inhibition, usual class: inhibitors; 350,000 compounds, 0.28% hits; AID 485290; note: nearly all actives have a fitted effect of over 40% in size
Target sequence (Q9NUW8 whole entry, looked up): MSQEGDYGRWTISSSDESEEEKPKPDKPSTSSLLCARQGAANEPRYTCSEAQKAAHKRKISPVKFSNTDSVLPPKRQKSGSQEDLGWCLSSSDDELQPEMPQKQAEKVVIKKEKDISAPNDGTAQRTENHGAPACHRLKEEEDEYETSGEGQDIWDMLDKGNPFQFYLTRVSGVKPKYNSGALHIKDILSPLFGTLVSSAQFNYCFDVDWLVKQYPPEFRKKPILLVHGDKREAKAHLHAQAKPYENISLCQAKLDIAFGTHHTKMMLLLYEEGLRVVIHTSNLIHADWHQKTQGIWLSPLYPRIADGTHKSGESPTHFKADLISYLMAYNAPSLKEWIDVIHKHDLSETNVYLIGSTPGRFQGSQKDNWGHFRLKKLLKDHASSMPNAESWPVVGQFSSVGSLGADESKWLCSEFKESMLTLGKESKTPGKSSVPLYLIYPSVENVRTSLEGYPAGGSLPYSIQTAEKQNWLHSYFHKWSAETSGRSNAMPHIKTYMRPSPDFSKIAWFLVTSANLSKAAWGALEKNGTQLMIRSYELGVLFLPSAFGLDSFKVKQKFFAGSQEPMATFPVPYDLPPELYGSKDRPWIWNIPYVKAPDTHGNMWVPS
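Here, a 5' biotin and 3' phosphotyrosine-FITC DNA oligonucleotide reports Tdp1 activity: intact substrate bridges AlphaScreen beads, while cleavage leaves a 3' phosphate and drops signal. All incubations at room temperature.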
GCN5L2 inh – inhibitors of human GCN5L2 histone acetyltransferase; GCN5L2 HAT assay, ThioGlo1 CoA-SH fluorescence; 390,000 compounds, 0.21% hits; Potency, µM (titrated, usually from 58.9 µM), inactives show at the top dose activity change, negative = inhibition, most hits filed as inhibitors
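Enzyme at 20nM final was mixed with library compounds for 15 min at room temperature. Peptide H3(1-25) at 75uM, acetyl-CoA at 70uM and ThioGlo1 at 50uM were then added. Plates were read immediately and after 20 min (Ex340nm/Em540nm).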
TDP1 cell noCPT – qHTS for Inhibitors of human tyrosyl-DNA phosphodiesterase 1 (TDP1): qHTS in cells in absence of CPT; DT40 Tdp1-/- hTDP1 cells, no CPT, ATP luminescence, 48 h; Potency, µM (titrated, usually from 46.2 µM), for the others: at the highest dose activity change, negative = growth inhibition, most hits filed as inhibitors; 420,000 compounds, 15% hits; AID 686978, 2013; note: nearly all actives have a fitted effect of over 55% in size
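Readout: luminescence from CellTiter-Glo after 30 min in the dark at RT. Cells: DT40 Tdp1-/- with stable hTDP1, 400/well. Exposure: compounds alone, ≥48 hr, 37 °C.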
* marks the source's active call; other numbers are inactive results; ? = inconclusive; nt = not tested or not shown; & = joins results of further samples; [ ] = dose if it differs, or a comment. Calls come from the whole dose curve; as a rule, active = well fitted curve in the direction sought with a large enough effect; inconclusive = small, poorly fitted or top-dose-only effect, or another doubt; inactive = no such curve, though single readings can be large; an effect the other way counts as inactive or inconclusive. % is set by controls: 0 for no effect and ±100 for the full control effect; potency is the fitted concentration of half-maximal effect. A portion of the library; count on the stated rates, not on these rows.

A first look:
SMILES	TDP1 inh	GCN5L2 inh	TDP1 cell noCPT
c1cnc(N2CCN(Cc3c[nH]c4ccccc34)CC2)nc1	1%	0%	2.1µM*
O=C1CC[C@H](OCc2ccccc2)CCN1[C@H](CSc1ccccc1)Cc1ccccc1	nt	-7%	?
O=S(=O)(c1ccc(SCCOc2ccccc2)nc1)N1CCCC1	-11%	-2%	?
CN1CCN(C(=O)CSc2nnc(COc3ccc(Cl)cc3)o2)CC1	10%[0.0935 µM]	-13%	-18%
CC(C(=O)NC(=O)NC1CCCCC1)N1CCN(C(c2ccccc2)c2ccccc2)CC1 (centres undefined)	1%	2%	15µM*

This part in full, previewed entries included:
SMILES	TDP1 inh	GCN5L2 inh	TDP1 cell noCPT
c1cnc(N2CCN(Cc3c[nH]c4ccccc34)CC2)nc1	1%	0%	2.1µM*
O=C1CC[C@H](OCc2ccccc2)CCN1[C@H](CSc1ccccc1)Cc1ccccc1	nt	-7%	?
O=S(=O)(c1ccc(SCCOc2ccccc2)nc1)N1CCCC1	-11%	-2%	?
CN1CCN(C(=O)CSc2nnc(COc3ccc(Cl)cc3)o2)CC1	10%[0.0935 µM]	-13%	-18%
CC(C(=O)NC(=O)NC1CCCCC1)N1CCN(C(c2ccccc2)c2ccccc2)CC1 (centres undefined)	1%	2%	15µM*
COc1ccc(N(CC(=O)Nc2nccs2)S(=O)(=O)c2c(C)nn(C)c2C)cc1	2%	3%	?
CCOC(=O)NCc1ccc2c(c1)OCO2	2%	-2%	-1%
Cc1ccc(C(=O)OCC(=O)Nc2ccccc2Cl)c(O)c1	nt	2%	?
COc1ccc(CCn2c(N)cc(=O)[nH]c2=S)cc1OC	4%	-7%	?
Cc1cc(C)c(OCC(=O)OCC(=O)NCc2cccs2)c(C)c1	0%[0.505 µM]	-2%	2%
CCOc1ccc(S(=O)(=O)n2ccc(C)n2)cc1	nt	-8%	-7%
COc1ccccc1-c1nc(NCCNC(C)=O)c2ccccc2n1	?	-17%	16%
O=C(NCc1ccc(F)cc1)C1CCN(S(=O)(=O)c2ccc(Br)s2)CC1	1%	-4%	-16%
Cc1cccc(CCNC(=O)c2nn(C)c3c2CSc2ccccc2-3)c1	3%	-6%	?
CCOC(=O)CNC(=O)CSc1nc2cccnc2n1C1CCCCC1	3%	-6%	-18%
Cc1ccc(NC(=O)Cn2c(=O)n(Cc3ccccc3)c(=O)c3sc4ccccc4c32)cc1	1%	-4%	5.8µM*
Cc1ccc(C2N=C(N)Nc3nc4ccccc4n32)cc1 (centres undefined)	6%&5%	0%&0%	?
CCOC(=O)C1=C(O)/C(=C\c2ccc(O)c(OCC)c2)N=C1C	-3%	-11%	-22%
Cc1cc(NC(=O)c2ccccc2)n(-c2ccccc2)n1	5%	16%	-26%
COc1ccc(C(=O)OCCc2cc3ccccc3c(=O)o2)cc1	-5%	-11%	-17%
COc1ccc(NS(=O)(=O)c2ccc3c(c2)CCN3C(=O)C2CC2)cc1OC	2%	1%	5.2µM*
C=CCOc1ccc(/C=C/C(=O)OCC(=O)NNC(=O)c2ccccc2F)cc1	-3%	-2%	-23%
O=C(CC1C[C@H](C(=O)N2CCCCC2)[C@@]2(CCc3ccccc3)c3[nH]c4ccccc4c3CCN2C1=O)NCc1cccc(C(F)(F)F)c1 (some centres undefined)	2%	-9%	16µM*
O=S(=O)(NC1CCCC1)c1ccc(S(=O)(=O)N(Cc2cccs2)CC2CCCO2)cc1 (centres undefined)	4%	-3%	-21%
COc1ccccc1CC(=O)O/N=C(\N)c1cccc([N+](=O)[O-])c1	2%	-4%	?
CC(=O)/C=N/Nc1ccccc1	9%	-15%	-8%
Cc1ccc(Sc2nc(-c3ccccc3)ccc2C#N)cc1	-2%	18%	-5%
C[N+]1(CCCCCCC(=O)/C=N/O)CCCCCC1	-5%	-16%	-4%
O=C(Cc1cnn(-c2ccccc2)c1)c1ccc(O)c(O)c1O	-1%	-7%	?
Cc1cc2cc(CN(Cc3ccc4c(c3)OCO4)C(=O)c3ccco3)c(=O)[nH]c2cc1C	4%	-6%	?
O=C(c1ccccc1Cl)n1nc(-c2ccco2)nc1NCc1cccs1	-7%	-3%	-19%
CCCSc1nc2cc(C)c(C)cc2n1CC(O)CO (centres undefined)	3%	-5%	?
Cc1ccc(-c2csc(NC(=O)c3ccc(S(=O)(=O)N4CCc5ccccc54)cc3)n2)cc1	5%	-9%	?
C[C@H](CO)N1C[C@H](C)[C@@H](CN(C)Cc2ccccc2)Oc2c(NS(=O)(=O)c3cn(C)cn3)cccc2C1=O	4%	-1%	?
Cc1ccc2c(c1)OC(c1ccc3c(c1)OCCO3)CC2=O (centres undefined)	nt	-27%	?
Cc1c(C(=O)Nc2ccccc2)sc2nc(-c3ccccc3)cn12	2%	-6%	?
N#Cc1cc(-c2ccccc2)oc1NC(=O)c1ccco1	9%	-2%	-18%
COC(=O)c1sccc1S(=O)(=O)Nc1ccc(Cl)cc1	-1%	-1%	?
Cc1ccc(C)c(N(CC(=O)NN=C2CCN(C)CC2)S(=O)(=O)c2ccccc2)c1	6%	2%	-1%
Cc1ccc(-n2c(C)cc(-c3csc(N)n3)c2C)cc1	6%	3%	?
Cc1ccc(OCc2nnc(SC3CCc4ccccc4C3=O)n2C)cc1 (centres undefined)	3%	-12%	?
O=C(NCCS(=O)(=O)N1CCN(c2cccc(Cl)c2)CC1)c1cc(=O)c2ccccc2o1	1%&7%	-10%&-8%	2.1µM*
CCCOc1ccc(C2C(C(=O)OC)=C(C)N=C3SCCC(=O)N32)cc1OCC (centres undefined)	6%	-5%	1%
Cc1ccccc1NC(=O)C1CC(=O)N(Cc2ccccc2)C1 (centres undefined)	0%	0%	-109%
O=C(c1ccc(CS(=O)c2ccccc2Cl)o1)N1CCOCC1 (centres undefined)	3%	-14%	13%
Cc1ccccc1/C=N\NC(=O)c1csnn1	nt	?	8%
COc1ccccc1N(C)S(=O)(=O)c1ccc(C(=O)Nc2ccc3nc(C)sc3c2)cc1	3%	-11%	?
O=C(COc1ccccc1Br)NC1CCCC1	0%	-2%	?
CCN(CC)C(=O)c1cc(-c2ccc(Br)cc2)on1	4%	-17%	-12%
Cc1ccc(NC(=O)CCc2nc3ccccc3s2)c(O)c1	5%	-3%	?
COc1cccc(C(=O)Oc2ccc3ccc(=O)oc3c2)c1	nt	3%	-8%
CCCn1c(COc2ccccc2OC)nc2ccccc21	nt	-7%	?
Nc1ccc2c(c1Cl)C(=O)c1ccc(N)c(Cl)c1C2=O	3.5µM*	?	?
Cc1ccc(S(=O)(=O)N[C@@H](C)C(=O)N2CCC(C(=O)N[C@@H](Cc3ccccc3)C(=O)O)CC2)cc1	0%	-3%	23%
Cc1cccc(NC(=O)CSc2cn(CC(=O)N3CCCC3)c3ccccc23)c1C	5%	-5%	?
O=C(COC(=O)CNC(=O)c1ccco1)NCCN1C(=O)CSC1=O	5%	-1%	-4%
COc1cccc(NC(=O)COC(=O)c2ccccc2SCC(=O)N2CCCC2)c1	4%	0%	-5%
CCCCOC(=O)Nc1cc(C(=O)OC)ccc1C(=O)OC	-6%	-9%	0%
COc1ccc(-n2nc3c(c2NC(=O)COc2ccccc2)CS(=O)(=O)C3)cc1	1%	-5%	14%
O=C(O)CC(c1ccc(Cl)cc1)n1cccc1 (centres undefined)	2%	-1%	?

Some of these compounds in order of molar mass, highest first.
SMILES	TDP1 inh	GCN5L2 inh	TDP1 cell noCPT
Cc1ccc(S(=O)(=O)N[C@@H](C)C(=O)N2CCC(C(=O)N[C@@H](Cc3ccccc3)C(=O)O)CC2)cc1	0%	-3%	23%
CCN(CC)C(=O)c1cc(-c2ccc(Br)cc2)on1	4%	-17%	-12%
O=C(O)CC(c1ccc(Cl)cc1)n1cccc1 (centres undefined)	2%	-1%	?

The results go on:
SMILES	TDP1 inh	GCN5L2 inh	TDP1 cell noCPT
CC1CCCC(NC(=O)c2ccc(CNc3c(N4CCCC4)c(=O)c3=O)cc2)C1C (centres undefined)	1%	0%	-24%
COc1ccc(C2C(C(C)=O)=C(O)C(=O)N2c2nccs2)cc1OC (centres undefined)	-3%	-7%	-3%
Cc1c(F)cccc1NC(=O)CSCC(=O)Nc1ccccc1	-1%	-3%	-3%
COC(=O)C1=CN(Cc2cccs2)C=C(C(=O)OC)C1c1cccc(O)c1	5%	2%	-13%
COc1cc(NC(=S)NCc2cccnc2)c(OC)cc1Cl	-11%	-5%	-9%
CCOc1ccc(C(=O)/C=C/c2cn(CC(O)CN3CCc4ccccc43)c3ccccc23)cc1 (centres undefined)	10%	-18%	8.2µM*
Cc1cc(Cn2nc(C(=O)NCc3cccc(Br)c3)cc2-c2ccccc2)on1	-3%	-16%	?
Cc1cccc(NC(=S)N2CCN(c3ccccc3)CC2)c1	5%	-14%	-12%
CCCCC(=O)Nc1ccc(C(=O)NNC(=S)NC(=O)c2cccs2)cc1	11%	-3%	?
O=C(NC1CCCC1)C(c1ccncc1)N(C(=O)c1csnn1)c1cccc(Cl)c1 (centres undefined)	1%	-2%	-15%
COc1ccc(/C=N/Nc2ccc(C(F)(F)F)cc2[N+](=O)[O-])cc1	11%	-4%	3%
COc1ccc(Cl)cc1NC(=O)NCc1ccc2c(c1)OCO2	1%	-11%	2%
Cc1oc2cc(O)ccc2c(=O)c1-c1nncn1-c1ccccc1	8%	-2%	-1%
COc1ccccc1NS(=O)(=O)c1cc(NC(=O)C(C)NC(N)=O)ccc1N1CCCC1 (centres undefined)	2%	-14%	-26%
C/C(=N\NC(=O)c1sccc1C)c1ccncc1	2%	-2%	15%
COc1ccccc1CNC(=O)[C@H](C)NC(=O)C1CCN(C(=O)[C@@H](N)Cc2ccccc2)CC1	nt	-6%	-24%
O=C(c1ccc(F)cc1F)C1CCN(c2ccc([N+](=O)[O-])cn2)CC1	1%	-2%	?
Cc1c(NC(=O)COC(=O)Cc2ccc(Cl)cc2)c(=O)n(-c2ccccc2)n1C	5%	-6%	2%
CCN(CC)S(=O)(=O)c1cc(C(=O)Oc2cccc(-c3cnc4ccccc4n3)c2)ccc1Br	5%	-5%	18µM*
NNc1nc2c(F)cc(F)cc2s1	8%	-1%	23µM*
O=C(CNC(=O)Cc1ccccc1)NCC(=O)OCC(=O)c1ccccc1Cl	6%	?	-19%
COc1ccc(NC(=O)CSc2c(C)n[nH]c2C)cc1	5%	5%	?
CCN(CC)CCn1c2c(c(SCC(=O)Nc3ccccc3Cl)nc1=O)CCC2	5%[0.505 µM]	1%	-6%
C/C(=N\NC(=O)c1ccncc1)c1cccc(NC(=O)c2ccc(C(C)(C)C)cc2)c1	0%	?	16µM*
CSc1cccc(NC(=O)OC2CCCCCCCCCCC2)c1	-1%	-31%	21µM*
CCN(CC(=O)Nc1c(F)cccc1F)C(=O)CSc1ccccc1	-1%	1%	-12%
COc1cc(CCCN2CCNC[C@@H]2Cc2ccccc2)cc(OC)c1OC	-5%	-6%	6%
CCNC(=S)N(CCc1c(C)[nH]c2ccc(C)cc12)Cc1cccs1	7%	-17%	?
COC(=O)c1ccc(C23CC4(C2)[C@H](CN(Cc2ccc(-c5ccccc5)cc2)[C@@H]4c2ccccc2)C3c2ccccc2)cc1 (some centres undefined)	7%&5%	19%	-17%
Cc1csc2c(=O)n3c(nc12)CCCCC3	7%	-12%	-19%
ON1C(c2ccc(Cl)cc2Cl)N(O)[C@H]2CCCC[C@H]21 (some centres undefined)	-4%	2%	-18%
CCc1nc(SCC(=O)Nc2ccc(N(C)C)cc2)n[nH]1	8%	2%	4.6µM*
Oc1ccccc1-c1nnc(COc2ccccc2)o1	-7%	-7%	-3%
CN1CCN(C(=O)c2cnn(-c3ccccc3)c2C2CCN(C(=O)OC(C)(C)C)CC2)CC1	0%	28%	-10%
CCOC(=O)c1c(O)c2cc(Cl)ccc2n(CC)c1=O	0%	-14%	-23%
COc1cccc(CNC(=O)C(Cc2ccccc2)NS(=O)(=O)c2ccc3c(c2)oc(=O)n3C)c1 (centres undefined)	6%	-3%	?
O=C(CSc1nnc(C2CC2)n1Cc1ccccc1)NCc1ccccc1	3%	-2%	-8%
Cc1ccc(N)c(Cl)c1	5%	8%	nt
COCC(=O)Nc1cccc(Br)c1	7%	-14%	-17%

Five entries drawn at random from those above, as already listed:
SMILES	TDP1 inh	GCN5L2 inh	TDP1 cell noCPT
COc1cc(CCCN2CCNC[C@@H]2Cc2ccccc2)cc(OC)c1OC	-5%	-6%	6%
COCC(=O)Nc1cccc(Br)c1	7%	-14%	-17%
ON1C(c2ccc(Cl)cc2Cl)N(O)[C@H]2CCCC[C@H]21 (some centres undefined)	-4%	2%	-18%
COC(=O)c1ccc(C23CC4(C2)[C@H](CN(Cc2ccc(-c5ccccc5)cc2)[C@@H]4c2ccccc2)C3c2ccccc2)cc1 (some centres undefined)	7%&5%	19%	-17%
CCc1nc(SCC(=O)Nc2ccc(N(C)C)cc2)n[nH]1	8%	2%	4.6µM*
